Screens: PubChem, several laboratories
UHRF1 binding: human UHRF1 methylated DNA binding inhibitors; Q96T88; 370,000 compounds, 0.75% hits; inhibition, % at 4.4 µM; AID 687016; UHRF1 binding to methylated oligo, TR-FRET; in the data active = inhibition above about 21%;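 also: UHRF1 SRA domain binding a hemimethylated CpG hairpin DNA probe; 0% = median of test compound wells and 100% = reference inhibitor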
GC-A act: GC-A (human) enzyme activation; HEK293 GC-A cells, cGMP TR-FRET, EC30 ANP; 0% at EC30 ANP, 100% saturating ANP; activation, % at 10 µM; 370,000 compounds, 0.14% hits; AID 1671463; in the data active = activation above about 40%
Target sequence (P16066 whole entry, looked up): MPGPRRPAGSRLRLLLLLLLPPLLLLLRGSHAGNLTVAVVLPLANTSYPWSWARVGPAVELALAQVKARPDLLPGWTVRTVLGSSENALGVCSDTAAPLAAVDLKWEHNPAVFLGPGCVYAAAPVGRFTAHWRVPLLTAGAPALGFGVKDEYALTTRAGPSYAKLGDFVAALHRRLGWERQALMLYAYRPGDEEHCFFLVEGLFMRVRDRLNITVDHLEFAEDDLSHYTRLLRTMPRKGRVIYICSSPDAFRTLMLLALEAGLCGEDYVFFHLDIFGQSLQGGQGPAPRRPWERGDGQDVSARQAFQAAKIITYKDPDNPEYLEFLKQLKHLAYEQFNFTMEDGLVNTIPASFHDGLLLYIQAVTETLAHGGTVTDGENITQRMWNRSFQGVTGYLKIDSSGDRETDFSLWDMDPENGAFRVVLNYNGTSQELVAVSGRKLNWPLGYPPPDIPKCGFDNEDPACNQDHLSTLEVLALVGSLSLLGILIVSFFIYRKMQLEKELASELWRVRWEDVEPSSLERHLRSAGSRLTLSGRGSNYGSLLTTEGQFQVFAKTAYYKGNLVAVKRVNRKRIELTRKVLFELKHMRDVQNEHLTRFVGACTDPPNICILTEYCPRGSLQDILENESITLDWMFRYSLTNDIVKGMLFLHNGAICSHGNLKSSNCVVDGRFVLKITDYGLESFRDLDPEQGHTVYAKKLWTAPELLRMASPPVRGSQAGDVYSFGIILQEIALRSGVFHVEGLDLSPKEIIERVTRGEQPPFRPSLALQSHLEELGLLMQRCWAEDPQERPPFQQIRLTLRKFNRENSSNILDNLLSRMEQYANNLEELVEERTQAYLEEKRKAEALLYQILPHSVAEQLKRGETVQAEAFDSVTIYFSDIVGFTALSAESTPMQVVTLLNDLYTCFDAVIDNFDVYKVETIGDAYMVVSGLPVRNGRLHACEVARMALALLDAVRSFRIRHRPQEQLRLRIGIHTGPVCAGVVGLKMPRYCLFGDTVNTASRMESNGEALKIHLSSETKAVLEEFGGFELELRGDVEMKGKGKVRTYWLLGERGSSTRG
SIAE inh: human SIAE inhibition, primary screen; Q9HAT2; SIAE FP-Rh probe binding, fluorescence polarization; inhibition, % at 9.66 µM; 370,000 compounds, 0.69% hits; AID 1053197;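 active = inhibition above a cutoff: mean of compounds within the control limits plus 3 SD of those, cut at about 17% in these data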;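 also: 0% = plate median of compound wells and 100% = probe without SIAE protein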
TCR-CD3 inh: blocks the human TCR-CD3 interaction | 360,000 compounds, 0.37% hits | inhibition, % at 9.4 µM | TAMRA-labeled TCR probe fluorescence, biochemical; in the data active = inhibition above about 19%;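 also: recombinant mutant TCR 2C K166C tagged with TAMRA read by polarization; 0% = receptor in buffer alone and 100% = receptor with positive control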
HTRA1 inh: blocks human HTRA1 serine peptidase | recombinant HTRA1, FP-rhodamine activity-based probe, fluorescence polarization | 340,000 compounds, 0.5% hits | inhibition, % at 5.96 µM; in the data active = inhibition above about 36%;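 also: 0% = enzyme with DMSO and 100% = wells lacking enzyme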
mABHD4 FP: inhibits mouse alpha/beta hydrolase domain 4 | inhibition, % at 8.92 µM | Q8VD66 | 370,000 compounds, 0.54% hits | AID 720543 | purified mABHD4, FP-Rh probe fluorescence polarization;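 active = inhibition exceeding the mean over every tested compound plus 3 SD, cut at about 30% in these data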;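 also: 0% = plate median of compound wells and 100% = S159A mutant with DMSO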
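Assay system: wild-type mouse ABHD4 protein; compound: single nominal dose of 8.92 µM, 0.89% DMSO final; schedule: 45 min + 60 min at 25 °C; measured by: FP readout, ex 525 nm / em 598 nm; evaluation: % inhibition of FP-Rh probe binding versus controls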
GC-B act: GC-B (human) receptor activation; P20594; HEK293-GC-B cells, CNP EC30, cGMP TR-FRET; 0% at EC30 CNP, 100% saturating CNP; activation, % at 10 µM; 370,000 compounds, 0.11% hits;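 active = activation at 10 µM reaching about 35% in either raw or pattern-adjusted values, limit read from the data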
rCAG binder: r(CAG) repeat RNA binding; TO-PRO-1 dye displacement fluorescence; AID 651821; 370,000 compounds, 1.3% hits; inhibition, % at 3 µM;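 active = inhibition above the plate cutoff, the mean of all test compounds on that plate plus 3 SD, cut at about 35% in these data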;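 also: 0% = DMSO alone and 100% = 100 µM mitoxantrone as full dye displacement; higher means more dye released from RNA so lower well fluorescence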
PRMT1 inh: inhibitors of human PRMT1. Q99873. recombinant PRMT1, activity-based probe fluorescence polarization. inhibition, % at 2.79 µM. 370,000 compounds, 1.3% hits. AID 652257;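 active = inhibition above about 21% made by adding two undisclosed values, limit read from the data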
MBD2 inh: inhibitors of human MBD2 binding to methylated oligonucleotide. Q9UBB5. TR-FRET. inhibition, % at 4.4 µM. 370,000 compounds, 0.31% hits; in the data active = inhibition above about 13%
Numbers without * were called inactive; . = not tested or not shown.

The opening 3 records (preview)
SMILES	UHRF1 binding	GC-A act	SIAE inh	TCR-CD3 inh	HTRA1 inh	mABHD4 FP	GC-B act	rCAG binder	PRMT1 inh	MBD2 inh
Cc1cc([N+](=O)[O-])nn1CC(=O)NCCc1c[nH]c2ccccc12	-5	2	-3	1	1	-2	0	4	-1	2
COc1cc(/C=C/C(=O)c2ccc(C)cc2)ccc1OCC#N	-4	5	-9	-3	-15	-8	-2	3	0	0
O=S(=O)(NCCCCNS(=O)(=O)c1ccc(F)cc1)c1ccc(F)cc1	0	-1	4	-2	-2	-4	10	-1	1	-3

Main list (from the top)
SMILES	UHRF1 binding	GC-A act	SIAE inh	TCR-CD3 inh	HTRA1 inh	mABHD4 FP	GC-B act	rCAG binder	PRMT1 inh	MBD2 inh
Cc1cc([N+](=O)[O-])nn1CC(=O)NCCc1c[nH]c2ccccc12	-5	2	-3	1	1	-2	0	4	-1	2
COc1cc(/C=C/C(=O)c2ccc(C)cc2)ccc1OCC#N	-4	5	-9	-3	-15	-8	-2	3	0	0
O=S(=O)(NCCCCNS(=O)(=O)c1ccc(F)cc1)c1ccc(F)cc1	0	-1	4	-2	-2	-4	10	-1	1	-3
Cc1ccc(CCNS(=O)(=O)c2ccc3c(c2)NC(=O)CCS3)cc1	-3	4	3	7	2	-2	5	-1	-3	-6
O=C(CCn1nnc(-c2cccs2)n1)NCc1ccco1	0	1	-6	.	.	-3	4	0	0	-5
Cc1ccc(NC(=S)NNC(=S)NC2CCCCC2)cc1	2	-2	3	2	-1	-6	-1	1	1	-6
Oc1cccc(/C=N/N2CCN(C3c4ccccc4-c4ccccc43)CC2)c1	0	-4	1	6	-14	0	-4	0	-1	1
COc1ccc(C(CC(=O)O)NC(=O)c2ccco2)cc1OC (stereo unspecified)	-1	3	1	4	1	-8	-1	2	0	-3
CCCc1cc(=O)[nH]c(SCc2ccccc2)n1	14	-1	-3	-4	4	3	-3	1	-2	4
Cc1nn(C)cc1/C=N/NC(=O)C1(O)c2ccccc2-c2ccccc21	4	-4	-4	-10	-2	-1	2	0	2	-4
NS(=O)(=O)c1ccc(CNC(=O)/C=C/c2c(F)cccc2Cl)cc1	1	5	1	1	2	5	2	5	4	-1
OCC1CCN(Cc2cn(Cc3ccccc3)nc2-c2cc3ccccc3o2)CC1	15	-1	-3	6	0	-4	-9	-8	-4	-5
CCN(CC(=O)NCc1cccs1)C(=O)c1cccc(S(=O)(=O)N(CC)c2ccccc2)c1	-4	-2	-2	4	7	-1	3	0	-3	1
COc1ccc(CCNC(=O)C(=O)NCC2CCCN2S(=O)(=O)c2ccccc2)cc1 (stereo unspecified)	-3	5	-1	2	-6	-1	5	-4	-1	2
CCOC(=O)C1=C(COC(=O)/C=C/c2ccc(SC)cc2)NC(=O)NC1C (stereo unspecified)	-3	-2	3	3	-7	2	-1	-3	0	0
O=[N+]([O-])c1cccnc1N1CCCCC1	5	0	6	1	-3	5	0	-1	1	-3
CNC(=S)N1CCC(NC(=O)C(Cc2ccc(F)cc2)NC(C)=O)CC1 (stereo unspecified)	2	5	-3	-8	5	-3	1	-2	5	3
COc1ccccc1CN1CCC(n2nccc2NC(=O)CCCc2ccccc2)CC1	-1	-10	-3	0	-2	2	-7	-9	-3	-4
CCOC(=O)c1c(C)n(C)c2cc(-c3cccc(C(F)(F)F)c3)c(O)cc12	0	0	3	-3	-4	3	-4	2	2	5
N#CC1=C(N)NC(=S)C(C(N)=O)C1c1ccc([N+](=O)[O-])cc1 (stereo unspecified)	-3	1	6	0	4	6	1	2	67*	-4
Cc1ccc(NC(=O)COC(=O)CN2C(=O)COc3ccccc32)cc1	3	-1	-3	2	8	-1	5	1	1	0
O=C(CN(Cc1ccc(F)cc1)S(=O)(=O)c1ccc(S(=O)(=O)N2CCOCC2)cc1)Nc1ccccc1	4	-2	-6	-3	0	-7	1	3	-2	-4
O=C(NCc1cccs1)c1ccc2sc(COCCO)nc2c1	-1	4	8	6	.	-3	2	3	-1	-6
COc1ccc2nc(N(Cc3ccccc3)C(=O)CCNC(C)=O)sc2c1	0	-4	-3	6	10	-7	-5	-7	-2	3
COc1cc2c(cc1OC)CN(C(=O)c1cc(S(=O)(=O)N3CCCCC3)ccc1Cl)CC2	0	0	-2	5	-2	-1	0	-5	-1	1
NC(=O)COC(=O)c1c2c(nc3ccccc13)CCCC2	-3	0	-2	-2	5	1	-2	0	0	0
O=C(CCCCCN1C(=O)c2cccc([N+](=O)[O-])c2C1=O)NCCc1ccccc1	2	-1	-1	-3	5	0	-2	3	5	-4
COc1cc(/C=C/C(=O)OCc2csc(CC(=O)Nc3ccc(C)cc3)n2)ccc1OCC#N	-1	-4	-12	-4	-48	0	4	6	3	3
Cn1nc(-c2ccccc2)cc1NC(=O)c1cccs1	3	7	-11	-12	0	-2	-2	-1	5	5
COc1ccc(N2CCN(c3nc4c(c(=O)[nH]c(=O)n4C)n3Cc3cccc(C)c3)CC2)cc1	1	-8	6	5	3	-2	-7	-5	-2	1
CC(C)(C)Nc1nc(Cl)nc(NC(C)(C)C)n1	6	6	-1	-1	3	-5	-4	-10	5	6
COc1ccc(CCNC(=O)COC(=O)/C=C/c2ccc(OCC#N)c(OC)c2)cc1	-2	1	-3	6	1	1	-1	-1	1	-1
O=C(NCCCN1CCCC1=O)c1cc(NS(=O)(=O)c2ccc(F)cc2)cc(NS(=O)(=O)c2ccc(F)cc2)c1	0	3	1	9	-2	-7	10	21	1	2
O=C(c1cc2ccccc2cc1O)N1CCN(c2ccccc2O)CC1	-3	3	5	4	-5	13	0	8	-2	1
COc1ccc(OC)c2c1C(=O)c1ccccc1C2=O	-4	-2	24*	-6	.	17	-4	-13	52*	-2
CCO[C@@H]1OC(C(=O)NCc2nc3ccccc3[nH]2)=C[C@H](C)[C@H]1CCCO	1	5	-2	2	3	-6	2	-2	-3	-7

Limited to SIAE inh, UHRF1 binding and GC-A act (2 entries from above):
canonical_smiles	SIAE inh	UHRF1 binding	GC-A act
O=C(CCCCCN1C(=O)c2cccc([N+](=O)[O-])c2C1=O)NCCc1ccccc1	-1	2	-1
COc1ccc(CCNC(=O)COC(=O)/C=C/c2ccc(OCC#N)c(OC)c2)cc1	-3	-2	1

Continued.
SMILES	UHRF1 binding	GC-A act	SIAE inh	TCR-CD3 inh	HTRA1 inh	mABHD4 FP	GC-B act	rCAG binder	PRMT1 inh	MBD2 inh
CC(C)CC(=O)NC(=S)Nc1cccc(NC(=O)c2ccccc2)c1	-4	-2	-10	3	-68	-11	4	-1	0	2
Cc1ccc2[nH]c(=O)c(CN(Cc3cccs3)Cc3nnnn3Cc3ccccc3)cc2c1	2	-13	-8	6	-5	3	-8	-2	1	-2
Cc1cc(N/N=C/c2c[nH]c3ccccc23)c2ccccc2n1	-1	2	14	-2	-4	-2	-8	0	-1	-3
CN(C)c1cccc(CNC(=O)c2csc([C@@H]3O[C@H](CO)[C@H](O)[C@H](O)[C@H]3O)n2)c1	-3	0	20*	1	.	3	-1	4	-4	-2
CCC(C)(C)n1c(=O)[nH]c2c(c1=O)CCC2	-3	2	0	1	-4	-8	-8	1	-3	2
OC(COC(c1ccc(Cl)cc1)c1ccc(Cl)cc1)CN1CCN(c2ccccn2)CC1 (stereo unspecified)	0	-4	3	4	-36	7	0	17	-3	1
CC1(C(=O)N2CC3(CC(c4cccc([N+](=O)[O-])c4)=NO3)C[C@H]2C(=O)NCC(N)=O)CC1 (stereo partly specified)	1	-2	2	-1	4	-3	1	-5	-3	-4
COc1cc(C2CC(=O)c3c([nH]c(C(=O)OCCOC(C)C)c3C)C2)cc(OC)c1OC (stereo unspecified)	3	8	3	-11	-10	-3	0	-5	2	1
c1ccc(COc2ccc(-c3cc4nc(NCCN5CCOCC5)ccn4n3)cc2)cc1	-1	10	0	3	.	-6	-1	6	-1	-6
COc1ccc(C(C(=O)NCC2CCCO2)N(Cc2ccco2)C(=O)c2snc(C(N)=O)c2N)cc1OC (stereo unspecified)	-1	-3	0	1	7	-7	-6	0	-6	-6
Cc1cc(C(C)(C)C)nc2[nH]n(-c3ccccc3)c(=O)c12	-5	0	15	1	4	-2	4	0	-2	-10
CCN(C)C1CN(Cc2cn(CCCOC)nn2)S(=O)(=O)C1 (stereo unspecified)	7	4	4	9	.	6	2	2	0	0
O=C1CN(C(=O)CSc2nc3ccccc3c(=O)n2Cc2ccc(F)cc2)c2ccccc2N1	-2	0	-13	5	-55	-19	18	5	-3	-3
CC(C)C(NC(=O)c1ccco1)C(=O)NCC(c1ccco1)N1CCCCC1 (stereo unspecified)	0	-2	1	3	-2	-3	0	-3	2	1
CC1=NN(C(=O)c2cc(C)nn2C)C(O)(C(F)(F)F)C1 (stereo unspecified)	-2	2	8	8	3	-1	3	2	-2	0
CCCc1c(O)nc(SCCN(CCC)CCC)[nH]c1=O	-2	2	-4	2	-1	-4	3	-3	2	-3
COc1cccc(N2CCN(S(=O)(=O)c3ccc4c(c3)N(C(C)=O)CCO4)CC2)c1	3	1	6	-5	4	4	2	0	4	-1
CCN(CC)CCNC(=O)NC(=O)c1ccc(Cl)cc1	3	1	-3	-1	-3	-5	1	-6	-1	6
COc1ccc(NC(=S)Nc2ccc(OC(F)F)cc2)cn1	-2	1	9	-1	0	5	-5	-2	-5	-5
Cc1ccc(S(=O)(=O)NCC(=O)N(CC2CCCO2)C(C(=O)NC2CCCCC2)C(C)C)cc1 (stereo unspecified)	1	1	0	-2	-1	0	1	-5	4	4
O=C(NNC(=O)c1ccccc1Br)c1ccncc1	-3	6	11	-2	2	-2	1	-1	0	-2
Cc1nc2nc(SCC(=O)NCCCN3CCCCCC3)nn2c(C)c1Cc1ccccc1	2	-3	-6	-15	11	-19	4	-2	3	6
N#CCCN(C(=O)COC(=O)CNC(=O)C12CC3CC(CC(C3)C1)C2)c1ccccc1	-3	0	-6	8	-4	-4	0	-7	-1	0
Cn1cnc(S(=O)(=O)NCc2cccs2)c1	-1	1	1	5	5	0	0	4	-2	-5
Cc1cc(C)cc(N/C(N)=N/c2nc(C)cc(C)n2)c1	3	-12	23*	5	1	5	-10	17	-2	2
CCOc1ccc(OCC)c(NC(=O)CN(c2ccc(OC)cc2)S(=O)(=O)c2c(C)noc2C)c1	1	-4	-8	-4	-21	-11	-5	2	3	4
FC(F)(F)c1ccc(Oc2ccc(Cl)cc2Br)nc1	4	-3	3	7	3	-1	-5	-2	2	-3
O=C(O)C1C2C=CC(C2)C1C(=O)NCc1ccc(Cl)cc1Cl (stereo unspecified)	-3	-1	-1	9	-3	3	9	3	-4	-4
CC1CN(C(=O)c2ccccc2NS(=O)(=O)c2cccc([N+](=O)[O-])c2)CC(C)O1 (stereo unspecified)	-1	0	4	10	2	2	-5	12	-2	3
CCN1C(=O)N[C@@H](c2cccs2)C(C(C)=O)=C1C	-5	-1	-5	4	3	14	2	1	-1	0
CNc1nc(SCC(=O)Nc2ccc(Cl)c(Cl)c2)nc(N2CCOCC2)n1	-1	-19	-11	1	-7	-2	-17	1	-1	5
COc1ccccc1N(CC(=O)Nc1cccnc1)S(C)(=O)=O	4	-2	0	-3	3	2	2	-4	0	7
Cc1ccc(OC(=O)CCC(=O)OCCCC(F)(F)C(F)(F)F)cc1	2	5	5	6	1	1	-4	-6	0	4
CCOC(=O)[C@@H]1[C@H]2COc3ccccc3[C@@H]2N2C(=O)N(c3ccc(Br)cc3)C(=O)[C@@]12C	0	0	0	-6	.	-3	-1	3	5	2
CCn1c(SCC(=O)Nc2nc(C)cs2)nnc1C(NC(=O)c1ccccc1Cl)C(C)C (stereo unspecified)	2	11	1	8	1	-3	9	-2	-3	-4
O=C(Nc1nccs1)c1cccc(S(=O)(=O)N2CCCCC2)c1	1	-2	6	-4	-6	1	-3	0	-1	-2
O=C(NCCN1CCOCC1)c1ccc(Cl)cc1[N+](=O)[O-]	-2	-3	2	4	-5	-4	10	-3	-4	1

A portion of the library; rates above refer to the full screens.
